Source: PubChem BioAssay (several laboratories)
FadD28 FP inh: inhibitors of FadD28 bisubstrate probe binding, primary screen, biochemical, fluorescence polarization, single point; Mycobacterium tuberculosis FadD28 fatty-acid-AMP ligase; inhibition, % at 12.5 µM; hit rate 0.22% among 360,000; in the data active = inhibition above about 8.5%, passing the limit was not always enough; inconclusive = no clear call, values can overlap the other calls
BoNT A protease: BoNT/A light chain protease inhibitors, primary screen, biochemical, flow cytometry, MLPCN library. Botulinum neurotoxin type A light chain protease (Clostridium botulinum A str. ATCC 3502). multiplex microsphere protease substrate cleavage. inhibition, % at 10 µM. hit rate 0.17% among 360,000. AID 588499, 2011; note: plate controls were buffer without enzyme for full effect and enzyme alone for no effect
Yp Topo-I inh: Yersinia pestis topoisomerase I inhibitors, primary screen, biochemical, cleavage product accumulation, plate reader, single point. hit rate 0.064% among 360,000. activity, % at 10 µM. Y. pestis Topo-I cleavage product accumulation. DNA topoisomerase I (Yersinia pestis CO92); in the data active = activity above about 50%, passing the limit was not always enough; inconclusive = no clear call, values can overlap the other calls; note: inactives centre near 2
PfHsp40 rescue: rescue of yeast from PfHsp40 toxicity, primary screen, S. cerevisiae, ATP luminescence; growth rescue, % at 12.5 µM; S. cerevisiae expressing PfHsp40, growth rescue; hit rate 0.68% among 340,000; in the data active = growth rescue above about 28%, passing the limit was not always enough; inconclusive = no clear call, values can overlap the other calls;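 note: yeast W303a lacking pdr1 and pdr3 grown in galactose medium; growth measured after three days at 30 °C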
Anthrax LF inh2: Bacillus anthracis LF protease inhibitors, primary screen, biochemical, multiplex microsphere, MLPCN library; multiplex microsphere protease cleavage assay; AID 588501, 2011; hit rate 0.12% among 360,000; inhibition, % at 10 µM; note: plate controls were buffer without enzyme for full effect and enzyme alone for no effect
TcdB inh: TcdB glycohydrolase inhibitors, primary screen, biochemical, single point, plate reader; Toxin B (Clostridioides difficile), P18177; TcdB glycohydrolase enzymatic assay; inhibition, % at 9.99 µM; hit rate 0.24% among 350,000; in the data active = inhibition above about 10%
Target sequence (P18177 whole entry, looked up): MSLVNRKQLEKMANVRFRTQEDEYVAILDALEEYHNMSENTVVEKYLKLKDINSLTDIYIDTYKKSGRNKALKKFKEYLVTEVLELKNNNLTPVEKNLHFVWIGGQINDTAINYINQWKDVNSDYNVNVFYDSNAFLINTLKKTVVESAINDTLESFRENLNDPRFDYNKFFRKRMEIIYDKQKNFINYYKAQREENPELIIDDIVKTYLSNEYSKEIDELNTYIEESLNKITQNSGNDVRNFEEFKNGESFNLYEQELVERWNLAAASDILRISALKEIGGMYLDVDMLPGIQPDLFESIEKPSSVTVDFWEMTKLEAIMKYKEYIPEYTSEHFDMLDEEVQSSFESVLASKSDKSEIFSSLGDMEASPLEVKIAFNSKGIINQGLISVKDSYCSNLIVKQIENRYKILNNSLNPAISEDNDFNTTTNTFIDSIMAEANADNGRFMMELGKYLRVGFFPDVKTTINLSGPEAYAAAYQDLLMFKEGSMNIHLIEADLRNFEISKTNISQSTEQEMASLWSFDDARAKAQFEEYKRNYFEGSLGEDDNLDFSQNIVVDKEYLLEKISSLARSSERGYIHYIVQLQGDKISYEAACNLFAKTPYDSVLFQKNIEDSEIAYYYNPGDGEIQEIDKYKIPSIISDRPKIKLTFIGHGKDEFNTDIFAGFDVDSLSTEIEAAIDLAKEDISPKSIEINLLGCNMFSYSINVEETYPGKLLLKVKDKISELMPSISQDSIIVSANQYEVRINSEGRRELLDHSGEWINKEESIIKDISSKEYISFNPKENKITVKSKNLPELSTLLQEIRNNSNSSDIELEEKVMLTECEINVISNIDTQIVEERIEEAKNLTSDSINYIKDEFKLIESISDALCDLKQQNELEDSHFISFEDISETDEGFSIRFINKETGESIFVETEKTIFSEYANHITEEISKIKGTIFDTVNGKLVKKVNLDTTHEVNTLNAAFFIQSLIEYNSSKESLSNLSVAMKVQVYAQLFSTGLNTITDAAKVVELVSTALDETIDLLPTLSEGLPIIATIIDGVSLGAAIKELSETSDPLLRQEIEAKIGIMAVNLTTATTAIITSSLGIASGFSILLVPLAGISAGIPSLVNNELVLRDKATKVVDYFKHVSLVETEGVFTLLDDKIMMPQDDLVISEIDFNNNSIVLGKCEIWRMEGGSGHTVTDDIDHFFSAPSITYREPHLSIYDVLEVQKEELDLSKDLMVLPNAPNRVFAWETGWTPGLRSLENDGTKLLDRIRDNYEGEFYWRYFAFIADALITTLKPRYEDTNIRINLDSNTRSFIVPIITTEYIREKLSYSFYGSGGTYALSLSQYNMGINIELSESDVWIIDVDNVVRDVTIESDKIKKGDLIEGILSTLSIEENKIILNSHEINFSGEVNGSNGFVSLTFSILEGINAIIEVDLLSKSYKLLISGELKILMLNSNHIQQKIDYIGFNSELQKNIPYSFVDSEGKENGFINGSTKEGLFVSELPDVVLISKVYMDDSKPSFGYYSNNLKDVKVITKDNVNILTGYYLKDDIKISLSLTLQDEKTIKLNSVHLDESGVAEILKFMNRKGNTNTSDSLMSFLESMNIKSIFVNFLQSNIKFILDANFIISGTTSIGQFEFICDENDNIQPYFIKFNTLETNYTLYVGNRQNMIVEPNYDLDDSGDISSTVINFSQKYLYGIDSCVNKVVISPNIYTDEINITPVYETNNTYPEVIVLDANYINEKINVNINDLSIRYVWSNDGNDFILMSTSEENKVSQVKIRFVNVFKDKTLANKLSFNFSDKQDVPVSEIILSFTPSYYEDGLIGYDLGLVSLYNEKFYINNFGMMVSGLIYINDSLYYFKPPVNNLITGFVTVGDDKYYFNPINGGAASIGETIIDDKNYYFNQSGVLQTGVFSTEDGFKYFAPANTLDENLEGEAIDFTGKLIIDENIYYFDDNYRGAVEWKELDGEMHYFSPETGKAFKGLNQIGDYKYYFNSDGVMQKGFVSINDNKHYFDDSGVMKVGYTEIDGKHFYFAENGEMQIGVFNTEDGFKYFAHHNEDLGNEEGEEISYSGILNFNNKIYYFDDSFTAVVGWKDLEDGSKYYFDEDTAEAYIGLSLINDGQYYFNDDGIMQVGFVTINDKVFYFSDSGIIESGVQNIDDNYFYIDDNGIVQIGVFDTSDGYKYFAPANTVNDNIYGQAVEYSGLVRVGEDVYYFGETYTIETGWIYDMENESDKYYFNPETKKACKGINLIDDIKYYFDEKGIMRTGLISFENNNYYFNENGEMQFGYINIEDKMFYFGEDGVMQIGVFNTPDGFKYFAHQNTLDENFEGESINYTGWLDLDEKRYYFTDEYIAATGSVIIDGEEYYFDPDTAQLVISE
PrPC surface inh: inhibitors of human cell surface prion protein PrPC, primary screen, cell-based, TR-FRET; Major prion protein (Homo sapiens), P04156; TR-FRET read-out; inhibition, % at 13.8 µM; hit rate 0.43% among 370,000; AID 720596, 2013; in the data active = inhibition above about 24%; note: 0% = median of the test wells and 100% = reference compound wells
CCHFV vOTU inh: CCHFV vOTU protease inhibitors, primary screen, biochemical, Pep-AMC substrate, fluorescence; Crimean-Congo hemorrhagic fever virus L polyprotein viral ovarian tumor (vOTU) protease …; hit rate 0.55% among 370,000; inhibition, % at 11.5 µM; AID 651958, 2012; in the data active = inhibition above about 30%; note: 0% = vehicle wells with enzyme and 100% = no enzyme wells
BoNT F protease: BoNT/F light chain protease inhibitors, primary screen, biochemical, flow cytometry, MLPCN library | Multiplex microsphere protease cleavage assay | Botulinum neurotoxin type F light chain protease (Clostridium botulinum) | hit rate 0.22% among 360,000 | AID 588497, 2011 | inhibition, % at 10 µM; in the data active = inhibition above about 35%, passing the limit was not always enough; inconclusive = no clear call, values can overlap the other calls; note: plate controls were buffer without enzyme for full effect and enzyme alone for no effect
* = called active by the depositor; ? = inconclusive; . = not tested or not shown. Cut-off read from the data, not from the text of the source, unless noted: active = inhibition above about 30%; inconclusive = no clear call, values can overlap the other calls; inactive = below that.

Each structure is followed by: FadD28 FP inh, BoNT A protease, Yp Topo-I inh, PfHsp40 rescue, Anthrax LF inh2, TcdB inh, PrPC surface inh, CCHFV vOTU inh, BoNT F protease
> C=CCNC(=O)c1onc(CSc2ccccc2)c1C(=O)O
  -4.7, 0.1, 5, 0.5, 2, 1.4, -3, 2, -3
> O=C(NCc1ccccc1)Nc1cccc2ccccc12
  -4.6, -0.5, 6, -1.6, -4, 4.2, -10, 10, -3
> CC(=O)NC[C@H]1O[C@@H](n2ccc(N)nc2=O)[C@H](O)[C@@H]1O
  0.4, -0.2, -9, ., 2, -5.2, 11, 1, -4
> CN(C)c1ncnc2c1ncn2[C@H]1CN(Cc2ccc(-c3ccccc3)cc2)C[C@@H](CO)O1
  -3.5, -0.2, 27, ., -5, 0.6, -1, 13, -5
> Cc1cccc(COC[C@H](Cc2ccccc2)N2CCN(C(=O)c3ccc(Cl)c(Cl)c3)CCC2=O)c1
  ., -0.6, ., ., 4, -0.2, -3, 13, 0
> CC(C)Oc1ccc(C(=O)NC2=NCCS2)cc1
  -0.6, -0.8, 5, 0.7, -4, 2.1, -2, -6, -9
> Cc1ccc(S(=O)(=O)NC2CCCCC2)c(C)c1NS(C)(=O)=O
  -0.9, 0.3, 1, -1.6, -3, 0.4, -2, -6, 2
> Cc1ccc(C)c(NC(=O)CN2C(=O)CNC2=O)c1
  -3.0, -0.7, 2, 0.6, -3, ., -2, 3, -14
> CN1C(=O)c2ccccc2NC(=O)C1Cc1ccccc1 (stereo not drawn)
  0.0, -0.8, 2, 1.5, -21, -0.1, 9, 1, -25
> C=CCc1cccc2cc(C(=O)N(CC)CC)c(=O)oc12
  -0.4, -1.3, -1, -1.2, -4, ., -1, 2, -16
> Cc1cc(C(=O)OCC(=O)NC(=O)c2cccn2C)c2ccccc2n1
  -0.7, -0.8, 3, -1.1, -4, -1.0, 12, 3, -1
> CC(C)CN(C(=O)COC(=O)c1ccccc1SCC(=O)NC1CCCCCC1)C1CCS(=O)(=O)C1 (stereo not drawn)
  -0.5, 0.1, 26, 0.2, -2, -0.7, -6, -11, -8
> COC(=O)C1CCN(C(=O)C2CCN(C(=O)[C@H](C)NS(=O)(=O)c3ccc(C)cc3)CC2)CC1
  -2.1, 0.3, -6, 2.9, -3, -0.9, 2, -5, 2
> COc1ccc(/C=C2\C(=O)ON=C2c2ccccc2)cc1OC
  2.2, -6.9, 1, 0.2, -1, -0.2, 1, 1, -16
> Cc1ccc(NC(=O)CCl)c(C)c1
  -0.3, -1.0, 0, 0.7, 0, 0.2, 2, 2, -5
> COc1cc(C2NCc3ccccc3-n3cccc32)ccc1O (stereo not drawn)
  0.6, 0.0, -7, -0.6, -7, ., -3, -1, 0
> CN(CC(=O)Nc1ccc(F)cc1)C(=O)COC(=O)Cc1cccs1
  1.2, 3.9, 1, -0.3, -1, -0.1, 10, 2, 40*
> O=C(COC(=O)Cc1cccs1)Nc1ccccc1Cl
  -2.8, -0.7, 4, 0.7, -2, 0.3, -5, 4, -2
> CC(C)CN(CCCNC(=O)CN1C(=O)COc2ccc(S(=O)(=O)N3CCOCC3)cc21)CC(C)C
  -0.8, -1.6, -2, 0.2, -1, 0.1, 0, 6, -1
> COc1cc(C(=O)/C=C/c2cccnc2)c([N+](=O)[O-])cc1OC
  -3.5, -0.1, 6, 1.9, -2, 0.7, -14, 11, -3
> O=C1C2CSCN2C(=O)CN1CCCN1CCN(C(c2ccccc2)c2ccccc2)CC1 (stereo not drawn)
  -2.8, 0.6, 15, 0.2, -1, 0.7, 7, 4, -10
> Cc1ccc(C)c(S(=O)(=O)N2CCN(CC(=O)Nc3ccc4c(c3)CCC4)CC2)c1
  -1.5, 3.2, 1, 4.1, 3, 0.3, 6, -11, 19
> CC(=O)N1CCN(C(=O)COC(=O)CNC(=O)c2ccccc2C)CC1
  -0.6, -2.0, -4, -0.3, 1, 1.9, -6, 8, -12
> CC1CCN(S(=O)(=O)c2ccc(N/N=C(/C#N)C(N)=O)cc2)CC1
  -3.4, 0.4, -1, 1.2, 1, ., -6, 16, 2
> COc1ccc([C@H]2N[C@]3(CCCN(CC4CCCCC4)C3=O)[C@H]3C(=O)N(Cc4ccccc4)C(=O)[C@@H]23)cc1
  -0.8, -0.6, 29, ., 1, 2.1, 5, 19, -2
> O=C(Cc1ccccc1)Nc1cccnc1
  -1.8, 0.1, 0, -0.4, 0, 1.4, 10, 0, 1
> Oc1ccc2[nH]ccc2c1
  -3.4, -0.1, -12, 0.1, -3, ., -3, -7, -2
> OC(CCNCCc1c[nH]c2ccccc12)C(F)(F)F (stereo not drawn)
  -0.5, -1.4, -2, -2.8, 0, -0.2, 5, 8, -5
> O=c1c(=O)n2c(nn1Cc1ccc(F)cc1)sc1ccccc12
  0.0, 2.9, -2, 1.2, -3, -0.1, 3, -3, ?
> O=C(O)/C=C/c1ccccc1[N+](=O)[O-]
  -3.2, 0.8, 1, 0.5, 0, 0.5, -7, -4, 1

Individual results from above:
COc1cc(C(=O)/C=C/c2cccnc2)c([N+](=O)[O-])cc1OC in PfHsp40 rescue is listed with 1.9
Cc1ccc(C)c(NC(=O)CN2C(=O)CNC2=O)c1 in PfHsp40 rescue is listed with 0.6

New compounds follow:
Each structure is followed by: FadD28 FP inh, BoNT A protease, Yp Topo-I inh, PfHsp40 rescue, Anthrax LF inh2, TcdB inh, PrPC surface inh, CCHFV vOTU inh, BoNT F protease
> CCOc1cc(/C=C2\C(=O)N(Cc3ccc(C)cc3)C(C)=C2C(=O)OC)ccc1O
  4.6, -1.6, 3, -0.3, -7, ., 1, 23, -11
> Cc1cc(-c2ccc(S(=O)(=O)N(C)Cc3ccccc3)cc2)on1
  -0.7, 1.8, -5, -1.1, -2, 0.3, -9, 6, 3
> CN(C)C(=O)c1ccc(NC(=O)COc2cccc3c2OC(C)(C)C3)cc1
  1.2, ., -12, 2.0, ., -0.4, 4, 2, .
> Cc1ccc(NC(=O)CSc2nnc(-c3ccccn3)n2N)cc1F
  -0.3, ., 1, ., ., 1.8, -6, -4, .
> CC(=O)NS(=O)(=O)c1ccc(NC(=S)NC(=O)CC(C)C)cc1
  -1.5, 0.0, 5, -0.3, 2, 1.6, 4, 0, -2
> COCCN1C(=O)C(=O)/C(=C(/O)c2ccc(S(=O)(=O)N3CCOCC3)cc2)C1c1cccc(Cl)c1 (stereo not drawn)
  -2.5, -0.2, 4, -0.3, -2, -4.3, 9, -8, -6
> CC(C)N1CCC(N2CCN(CCCc3ccccc3)CC2CCO)CC1 (stereo not drawn)
  -0.3, 0.0, -5, -1.1, -2, 0.0, -7, -14, 3
> COc1cc(/C=N/n2nnnc2N)ccc1OC(C)C
  ., -2.3, 3, -1.0, -2, -0.1, -5, 1, 10
> CCn1cc(C(=O)O)c(=O)c2cc(F)c(N3CCNCC3)cc21
  -0.7, -0.5, -4, 16, 4, ., ., ., -10
> Cc1ccc(NC(=O)CCC(=O)NNC(=O)c2ccco2)c(C)c1
  -4.0, 0.2, 5, -0.4, 2, ., -1, -6, -4
> CC1CCCCN1Cc1c(O)ccc2c(=O)c(-c3nc4ccccc4s3)coc12 (stereo not drawn)
  -2.4, 1.8, -13, 1.9, 4, 0.6, -5, 3, -5
> COc1ccc(NC(=O)CN2C(=O)COc3ccc(S(=O)(=O)N4CCOCC4)cc32)c(OC)c1
  1.1, 1.5, -1, -2.0, -2, -0.3, 2, 0, 5
> CN(C)S(=O)(=O)c1cc([N+](=O)[O-])ccc1N1CCCCCC1
  -3.1, 0.5, -6, 1.1, -4, ., -13, 28, -10
> O=C(NC(=S)Nc1ncccn1)c1ccccc1Cl
  -0.2, 0.3, 2, 0.8, 1, 0.7, 2, 6, -9
> Cc1ccc(O)c(NC(=O)c2cccc(NC(=O)c3ccco3)c2)c1
  -4.0, -0.6, -9, -1.1, -8, ., 4, 16, -2
> N#C/C(=C(\O)c1cc(Cl)sc1Cl)c1nc2ccccc2[nH]1
  -3.1, 2.7, 2, -0.7, -1, -3.4, 11, 6, 3
> COc1ccccc1N(CC(=O)NC1CCCC1)C(=O)C1(C)CC(=O)N=C2C=CC(C)=CN21 (stereo not drawn)
  0.0, -0.9, 0, 0.4, -6, 0.8, 7, -73, -7
> O=C(NC1CCCCCC1)c1[nH]c(C(F)(F)F)nc1-c1ccccc1
  -2.0, 0.4, ., ., -2, -0.8, 9, 1, -6
> COc1ccc(N2C(=O)CSC2c2ccccc2F)c(OC)c1 (stereo not drawn)
  -2.0, 3.5, 3, -1.3, 0, 0.1, 0, 0, -2
> Cc1nn(-c2cc(N3CCCCCC3)ccc2[N+](=O)[O-])c(=O)c2ccccc12
  -0.6, ?, 10, 1.1, 1, ., -6, 1, -2
> CC(=O)c1ccc(NC(=O)C2CC(c3ccc(F)cc3)=NO2)cc1 (stereo not drawn)
  -2.1, -1.0, 2, -1.0, -2, ., 4, 11, -3
> O=[N+]([O-])c1ccc(/C=N/Nc2nc(N3CCOCC3)nc(N3CCOCC3)n2)cc1
  -0.4, 0.2, 3, 0.5, 0, ., ., ., 1
> O=C(O)c1ccc(-c2noc(-c3cccc(Cl)c3)n2)cc1
  -5.7, -0.1, -4, -2.3, -3, 1.0, -5, -6, -8
> CC1CCN(C(=O)c2cccc(S(=O)(=O)N3CCCCC3)c2)CC1
  1.0, 0.1, 1, 0.8, 1, ., 12, 4, -5
> COC(=O)c1ccc(N(C(=O)CNC(=O)c2ccco2)C(C(=O)NC2CCCC2)c2ccco2)cc1 (stereo not drawn)
  -5.6, 0.1, -1, 0.4, 0, ., 8, 3, -2
> CC(C)CC(=O)Nc1ccc(N2CCN(C(=O)c3cccs3)CC2)cc1
  -0.6, 1.4, -15, -0.7, 1, -0.4, -4, -24, -11
> O=C(Nc1ccc(S(=O)(=O)N2CCOCC2)cc1)c1ccccc1
  -1.2, 2.7, -9, 0.1, 1, ., ., ., 27
> CC(C)[C@@H]1CC2=C(C(=O)OC(C)(C)O2)[C@H](CCc2ccccc2)O1
  ., 0.3, ., ., -3, 1.8, 5, 24, 2
> Fc1ccc(OCCn2cnc(Cl)c2Cl)cc1
  -0.1, -0.6, 7, 9.5, -3, 0.9, 0, 7, -3
> O=C(OCC1OC(n2ccc(=O)[nH]c2=O)C2OC12)c1ccccc1 (stereo not drawn)
  -4.6, -0.4, -4, -1.0, -1, -0.3, -1, 3, -3
> COc1cccc(CN(C)CC(=O)NC(=O)NCc2ccccc2)c1
  -0.6, -1.0, -5, -0.8, -5, ., -4, -7, -6
> O=C(NC1CCc2ccccc21)c1cc(COc2ccc(F)cc2F)on1 (stereo not drawn)
  -0.6, -0.3, 27, -0.2, -1, -1.6, 7, 35*, -4
> CCOC(=O)C1(CCOc2ccccc2)CCN(CC2CC2)CC1
  -5.8, 2.0, 6, -1.3, 8, 0.5, 5, -4, 4
> CCOC(=O)C1(Cc2cccc(OC)c2)CCCN(C(=O)CNC(C)=O)C1 (stereo not drawn)
  -1.2, -1.8, 3, -0.4, -10, 0.4, -3, -6, -25
> COc1cccc(NC(=O)C(c2ccccc2)N2CCCC2)c1 (stereo not drawn)
  -1.6, 0.4, -2, 1.9, 0, -0.9, 7, -1, -2
> Cc1cc(C(=O)COC(=O)CN(C)S(=O)(=O)c2ccc(Cl)cc2)c(C)n1CC1CCCO1 (stereo not drawn)
  -1.4, 0.0, 34, 0.1, 0, ., -4, 15, ?
> O=C1C=C(c2ccccc2)C(c2ccccc2)C1 (stereo not drawn)
  -3.4, -0.4, -3, -1.6, -5, 1.9, -8, 6, 2
> Cc1ccc(Cl)c(NC(=O)CN(C)CC(=O)Nc2ccc(F)c(F)c2F)c1Cl
  0.7, 0.1, -11, 0.7, -5, -0.5, -8, -18, 5
> O=[N+]([O-])c1ccc(CSc2nnc(SCc3ccc(Cl)cc3)s2)cc1
  1.0, -0.3, 7, 1.2, 0, 0.8, 6, 0, -2

This is a random part of the collection; about 2.3% have a hit in one of these screens.
